# Screens from PubChem.
# TrxR1 inh: qHTS Assay for Inhibitors of Mammalian Selenoprotein Thioredoxin Reductase 1 (TrxR1): qHTS; Thioredoxin reductase 1, cytoplasmic (Rattus norvegicus), O89049; recombinant rTrxR1, NADPH fluorescence consumption, selenite substrate; 1% of 390,000 active; Potency, µM (doses to about 114 µM), inactives show top-dose activity change, negative = inhibition, actives largely listed as inhibitors; AID 588453, 2011; further: potency means the concentration at half of the fitted maximal effect; on the % scale 0 is the no-effect control and ±100 the full control effect; nearly all actives have a fitted effect of over 65% in size
#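 Rat TrxR1 (90 nM in the dispensed reagent) was pre-reduced with 400 uM NADPH for 5 min at room temperature, then incubated with compound for 15 min. After 400 uM selenite was added, NADPH fluorescence (Ex 340/Em 450 nm) was followed for 8 min.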
# D2 antag: HTS Assay for Allosteric Antagonists of the Human D2 Dopamine Receptor: Primary Screen for Antagonists. D(2) dopamine receptor (Homo sapiens), P14416. HEK293 TREx D2 cells, calcium flux, dopamine EC80. inhibition, % at 10 µM. 2% of 340,000 active; in the data active means inhibition above about 30%; further: 0% is about no effect
# Target sequence (P14416 whole entry, looked up): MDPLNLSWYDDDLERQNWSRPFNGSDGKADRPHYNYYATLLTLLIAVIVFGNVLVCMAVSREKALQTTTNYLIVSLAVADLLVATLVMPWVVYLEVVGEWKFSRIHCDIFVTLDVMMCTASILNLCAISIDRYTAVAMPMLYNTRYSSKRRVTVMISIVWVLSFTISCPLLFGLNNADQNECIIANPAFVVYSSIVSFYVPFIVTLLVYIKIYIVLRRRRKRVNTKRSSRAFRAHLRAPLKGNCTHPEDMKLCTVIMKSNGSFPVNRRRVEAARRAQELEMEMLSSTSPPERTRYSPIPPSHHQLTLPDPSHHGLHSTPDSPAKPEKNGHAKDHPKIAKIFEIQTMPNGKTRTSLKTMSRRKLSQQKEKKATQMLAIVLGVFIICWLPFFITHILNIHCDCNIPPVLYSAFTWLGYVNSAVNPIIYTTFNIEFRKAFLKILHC
#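 Calcium mobilization kinetics were recorded at 1 s intervals in tetracycline-induced HEK293 T-REx D2 cells, first for 180 s after compound addition and then 180 s after EC80 dopamine.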
# D2 ag: HTS Assay for Allosteric Agonists of the Human D2 Dopamine Receptor: Primary Screen for Agonists; 0.53% of 340,000 active; HEK293 T-REx D2 cells, calcium flux agonist mode; D(2) dopamine receptor (Homo sapiens), P14416; activation, % at 2 µM;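 active means activation over 3 SD above normal in the single-dose calcium agonist read, cut at about 30% in these data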; further: 0% is about no effect
#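 Agonism is scored from calcium flux in a force-coupled, inducible HEK293 cell line expressing D2, read kinetically for 180 s after compound addition against dopamine controls.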
# USP1 inh: Inhibitors of USP1/UAF1: Primary Screen | Ubiquitin carboxyl-terminal hydrolase 1 (Homo sapiens), O94782 | recombinant USP1/UAF1, Ub-Rhodamine cleavage fluorescence | Potency, µM (titrated, usually from 57.1 µM), for the others: top-dose activity change, negative = inhibition, most hits filed as inhibitors | 0.23% of 390,000 active | AID 743255, 2014; further: potency means the concentration at half of the fitted maximal effect; on the % scale 0 is the no-effect control and ±100 the full control effect; nearly all actives have a fitted effect of over 60% in size; inactives centre near -12
#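 USP1/UAF1 complex at 1 nM was preincubated with compound for 15 min at room temperature, then Ub-Rho substrate (150nM final) was added. Fluorescence (480/540 nm) was read kinetically, 6 reads every 60 seconds.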
# PI4K2A block: qHTS for small molecular inhibitors of PI4K2A | purified PI4K2A, ADP-Glo luminescence, 1 h; active compounds read low | Phosphatidylinositol 4-kinase type 2-alpha (Homo sapiens), Q9BTU6 | 0.13% of 420,000 active | activity change, negative = inhibition, % at 76.9 µM; in the data active means activity change below about -50%; inconclusive means mostly about -30% to -49%;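 further: -100% = wells without enzyme as full effect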
#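 ADP-Glo luminescence measured ADP generated by PI4K2A enzyme (4 ug/mL before mixing) with 1.2 mM PI substrate (pre-mix) and 300 microM ATP (pre-mix). Tris pH7.5 buffer with MgCl2, Triton X-100; 1 h reaction at ambient temperature.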
# TRHR enhancer: qHTS for Small Molecule Agonists and Allosteric Enhancers of Human TRH Receptor: Primary Screen for Enhancers. TRHR cells, fluo-8 calcium fluorescence, EC20 TRH enhancement. enhancement, % at 2 µM. 0.66% of 360,000 active. AID 493056, 2011; in the data active means enhancement above about 30%; further: 0% is about no effect
# Target sequence (P34981 whole entry, looked up): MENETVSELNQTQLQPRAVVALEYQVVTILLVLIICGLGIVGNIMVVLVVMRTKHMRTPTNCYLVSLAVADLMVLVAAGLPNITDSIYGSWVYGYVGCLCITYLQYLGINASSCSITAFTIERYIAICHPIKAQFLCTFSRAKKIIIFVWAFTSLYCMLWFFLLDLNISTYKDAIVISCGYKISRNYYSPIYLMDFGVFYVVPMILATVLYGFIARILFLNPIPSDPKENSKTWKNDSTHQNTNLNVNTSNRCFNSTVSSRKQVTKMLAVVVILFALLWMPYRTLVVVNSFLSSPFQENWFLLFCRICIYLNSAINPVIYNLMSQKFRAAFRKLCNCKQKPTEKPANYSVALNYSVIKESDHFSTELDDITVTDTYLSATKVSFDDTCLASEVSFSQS
#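 TRHR-expressing cells loaded with fluo-8 calcium dye were read kinetically (ex 480/em 530) during compound addition, then stimulated with an EC20 of TRH (10 nM final). Enhancement of the Gq-mediated intracellular calcium response was scored.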
# TRHR agonist: qHTS for Small Molecule Agonists and Allosteric Enhancers of Human TRH Receptor: Primary Screen for Agonists; AID 493084, 2011; activation, % at 2 µM; Thyrotropin-releasing hormone receptor (Homo sapiens), P34981; 0.18% of 360,000 active; TRHR cells, calcium flux fluo-8, FDSS agonist mode; in the data active means activation above about 30%; further: 0% is about no effect
#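 Fluo-8-loaded TRHR cells; 10 s baseline, compound added, kinetic Ca2+ fluorescence read 1/s, agonist mode.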
# TrxR1 substrate: qHTS Assay for Substrates of Mammalian Selenoprotein Thioredoxin Reductase 1 (TrxR1): qHTS; Thioredoxin reductase 1, cytoplasmic (Rattus norvegicus), O89049; Potency, µM (doses to about 114 µM), inactives show at the top dose activity change, negative = substrate turnover; purified TrxR1 substrate turnover, NADPH consumption readout; AID 588456, 2011; 0.01% of 390,000 active; further: potency means the concentration at half of the fitted maximal effect; on the % scale 0 is the no-effect control and ±100 the full control effect; nearly all actives have a fitted effect of over 50% in size
#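 Rat TrxR1, dispensed at 90 nM, was prereduced with 400 uM NADPH (final) for 5 min at ~22 deg C, then incubated with compound 15 min before 400 uM selenite. A first-read NADPH fluorescence drop versus no-compound background flagged substrates.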
# mIDH1 inhibitor: qHTS for Inhibitors of mutant isocitrate dehydrogenase 1 (IDH1): qHTS; Potency, µM (highest dose often 76.6 µM), for the others: top-dose activity change, negative = inhibition, usual class: inhibitors; Isocitrate dehydrogenase [NADP] cytoplasmic (Homo sapiens), O75874; 0.093% of 390,000 active; AID 602179, 2012; IDH1-R132H enzyme, NADPH consumption, diaphorase/resazurin fluorescence; further: potency means the concentration at half of the fitted maximal effect; on the % scale 0 is the no-effect control and ±100 the full control effect; nearly all actives have a fitted effect of over 65% in size
#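 IDH1-R132H (0.5 ug/mL dispensed) in pH 7.5 Tris buffer was preincubated 30 min with compound, then given a substrate mix of 0.016 mM NADPH and 2 mM alpha-KG for 80 min at room temperature; remaining NADPH was read by diaphorase/resazurin fluorescence.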
# Active calls of the source: *; ? = inconclusive; · = no result given; [ ] = dose if it differs, or a comment. Unless noted, the call rests on the fitted dose curve; in most records, active means well fitted inhibition curve with a large enough effect; inconclusive means small, poorly fitted or top-dose-only effect; inactive means no such curve, though single readings can be large or run the other way. Rows were taken by chance (roughly 3.9% active in at least one column).
SMILES,TrxR1 inh,D2 antag,D2 ag,USP1 inh,PI4K2A block,TRHR enhancer,TRHR agonist,TrxR1 substrate,mIDH1 inhibitor
COC(=O)c1ccccc1NS(=O)(=O)c1cc2c3c(c1)CC(=O)N3CCC2,-8.6%[57.1 µM],·,·,-11.5%,-4.0,-6.0,-0.1,-13.7%[57.1 µM],8.0%
COc1ccc(CNC(=O)CSc2nnc3nc(C)cc(C)n23)cc1OC,24.0%[11.4 µM],10.2,2.2,-9.5%,-19.2,7.0,0.4,4.0%[11.4 µM],-5.9%
c1ccc(Cc2nnc(Sc3ccccc3)c3ccccc23)cc1,-9.1%[57.1 µM],·,·,-13.8%,10.7,·,·,5.5%[57.1 µM],2.0%
COC(=O)c1ccc(NC(=S)N2CCN(Cc3ccccc3)CC2)cc1,-20.1%,·,·,-12.3%,-3.0,-1.5,-0.1,-7.5%,3.0%
O=C(N1CCCC1)C12CC3CC(CC(Cl)(C3)C1)C2,23.3%,6.4,0.9,-16.4%,-1.1,-7.0,0.7,6.6%,4.6%
CC(C)c1ccc(NC(=O)Cc2ccc(NC(=O)N3CCCCc4ccccc43)cc2)cc1,13.9%[57.1 µM],·,0.2,-6.2%,-0.5,7.4,0.5,-2.7%[57.1 µM],3.2%
CCc1nc2nc(C)c(NS(=O)(=O)c3ccc(C)c(C)c3)c(=O)n2[nH]1,1.6%[57.1 µM],-4.0,0.1,-4.2%,-0.6,1.4,0.8,-0.1%[57.1 µM],13.0%
CCC[C@@H]1Cc2ccccc2N1C(C)=O,12.1%,·,·,-13.1%,-0.8,1.4,-0.7,1.7%,10.9%
CSc1cc(C)[nH]c(=O)n1,11.0%,-0.2,0.1,-11.8%,0.8,-6.0,-0.1,0.7%,-5.7%
O=C(CN1CCCC1)Nc1cc(C(F)(F)F)ccc1Cl,-6.3%[57.1 µM],81.9*,-2.5,-4.7%,2.1,-7.0,0.7,-16.6%,-0.7%
CCN(CC)CCCNC(=O)c1cn(-c2cccc(OC)c2)c(=O)c2ccccc12,5.7%[57.1 µM],-8.9,0.3,-21.3%,0.3,2.8,-0.5,11.5%[57.1 µM],21.4%
COCCN1C(=O)/C(=C/c2ccc(OCc3ccc(C(=O)O)cc3)c(OC)c2)SC1=Nc1ccccc1,-23.0%,-5.8,1.6,-25.0%,-0.7,2.3,-0.1,-13.4%,20.7µM*
CCOCCCNC(=S)NNC(=O)CCn1nc(C)c(Br)c1C,-0.3%,10.4,0.1,-4.5%,-4.7,0.5,0.0,-0.4%,14.2%
Cc1c([N+](=O)[O-])cc(C(=O)N2CCOCC2)cc1[N+](=O)[O-],-17.8%,6.9,0.8,-7.3%,1.7,-3.4,0.2,-9.8%,7.7%
CCCN(Cc1cc2ccc(C)cc2[nH]c1=O)S(=O)(=O)c1ccccc1,0.5%[11.4 µM],2.0,0.2,2.1%,-12.2,-11.8,0.3,-3.4%[11.4 µM],0.6%
O=C(Nc1ccc(N2CCOCC2)cc1N1CCOCC1)c1cccc([N+](=O)[O-])c1,?,-10.2,0.0,-12.8%,2.6,3.6,-0.2,-13.0%,10.3%
COCNc1nc(OCC#N)nc(N(C)C)n1,7.4%,3.9,0.1,1.4%,2.9,-2.4,1.4,-0.9%,-1.9%
COCCNC(=S)N/N=C(\C)c1cccc(C(F)(F)F)c1,3.3%,-16.1,-2.7,-7.9%,-1.3,18.9,-1.5,-1.6%,15.0%
CSc1cccc(-n2cc(-c3ccc4c(c3)OCO4)[nH]c2=O)c1,?,13.4,-0.2,-7.6%,-1.0,-3.7,1.5,7.4%,4.5%
COc1ccccc1N1CCN(CC(=O)c2c(C)n(C)c3ccccc23)CC1,?,24.4,-0.5,-3.7%,-0.6,1.2,-0.4,-3.9%,-1.3%
COC(=O)c1ccccc1NC(=O)C1CCCN(S(=O)(=O)c2ccccc2)C1 (stereo unspecified),12.7%,·,·,-4.8%,-4.1,9.3,-1.1,1.3%,4.4%
CCCc1nnc(SCC(=O)N2C(C)CCCC2C)n1CC (stereo unspecified),18.6%,-3.8,0.3,-23.6%,4.8,-0.7,-0.6,11.8%[57.1 µM],-12.8%
Cc1cc(C)nc(SCCC(=O)Nc2ccccc2C)n1,8.1%,26.9,0.4,0.2%,-4.7,-5.5,0.6,2.4%,1.1%
Cn1c(SCC(=O)N2CCN(c3ccccc3)CC2)nnc1-c1ccccc1,0.4%,8.9,1.2,-16.9%,1.8,-0.8,-0.1,-2.6%,8.4%
Cc1cc(C)cc(Nc2ccc(C(=O)O)cc2N)c1,-3.0%,10.6,-0.3,-24.1%,-18.0,22.0,-0.1,231.9%[activator],7.7%

# Of the compounds above, these contain a nitro group on carbon.
SMILES,TrxR1 inh,D2 antag,D2 ag,USP1 inh,PI4K2A block,TRHR enhancer,TRHR agonist,TrxR1 substrate,mIDH1 inhibitor
Cc1c([N+](=O)[O-])cc(C(=O)N2CCOCC2)cc1[N+](=O)[O-],-17.8%,6.9,0.8,-7.3%,1.7,-3.4,0.2,-9.8%,7.7%
O=C(Nc1ccc(N2CCOCC2)cc1N1CCOCC1)c1cccc([N+](=O)[O-])c1,?,-10.2,0.0,-12.8%,2.6,3.6,-0.2,-13.0%,10.3%

# New compounds follow:
SMILES,TrxR1 inh,D2 antag,D2 ag,USP1 inh,PI4K2A block,TRHR enhancer,TRHR agonist,TrxR1 substrate,mIDH1 inhibitor
CC(C)CN1C(=S)SC(C)(C)C1n1oc(=O)n(-c2ccccc2)c1=O (stereo unspecified),21.6%,-8.0,-1.1,-13.5%,1.3,5.1,-0.2,-4.1%,-12.4%
COC(=O)c1c(C)oc(C)c1S(=O)(=O)NC(c1ccccc1)c1ccccc1,13.5%,-4.1,-1.0,-14.4%,-0.2,0.8,0.3,-5.7%,6.4%
Cc1c([N+](=O)[O-])cc(C(=O)Nc2ccc(NC(=O)c3ccco3)cc2)cc1[N+](=O)[O-],14.2%,·,·,?,-2.2,2.9,-0.9,1.5%,-3.8%
O=C1NC(=Nc2ccccc2)SC1Cc1ccccc1 (stereo unspecified),-4.9%[57.1 µM],0.5,-0.6,-13.2%,-0.5,13.1,-0.6,-2.3%[57.1 µM],3.2%
COC(=O)Cn1cc(C(=O)OC)c2ccccc21,9.3%,-8.6,-0.3,-0.8%,-3.8,-1.7,-0.2,-4.8%,1.1%
C#CCNC(=O)C1=C[C@@H](c2cn(C(C)=O)c3ccccc23)C[C@@H](OCc2ccc(CO)cc2)O1,-6.2%[57.1 µM],-3.1,0.5,-10.8%,-2.3,-0.9,0.5,5.9%[57.1 µM],-2.2%
Cc1cccc(-c2noc(Cc3ccc(Cl)cc3)n2)c1,53.6%[activator][57.1 µM],13.6,0.0,-12.0%,4.6,12.9,0.1,17.1%[57.1 µM],5.6%
COCCCNCCOc1ccccc1-c1ccccc1,-1.3%[57.1 µM],92.5*,2.1,-19.0%,-0.2,-1.1,0.1,7.5%[57.1 µM],13.1%
O=C(Nc1c(Cl)cccc1Cl)c1cccc2c1C(=O)N(C1CCCCC1)C2,11.6%,·,-0.3,?,10.3,-0.8,0.3,-3.7%,5.2%
CSc1nncn1/N=C/c1ccc([N+](=O)[O-])cc1,7.6%[57.1 µM],1.8,0.2,-20.0%,1.2,1.6,-0.3,5.1%[57.1 µM],-2.4%
Cc1ccc(OCCNC(=O)CNC(=O)c2ccc(C)cc2)cc1,24.2%,1.7,0.0,-15.0%,-11.7,1.1,-1.3,9.0%,0.0%
Cc1noc(NS(=O)(=O)c2ccc(NC(=O)CS(=O)(=O)c3ccccc3)cc2)c1C,-62.8%,·,·,-13.4%,-1.6,-3.6,0.8,-7.7%[57.1 µM],0.2%
CCCCC(=O)NC(c1cccc([N+](=O)[O-])c1)c1c(OC(C)=O)ccc2ccccc12 (stereo unspecified),2.7%[57.1 µM],19.4,0.0,-20.6%,9.4,0.3,-0.4,13.0%[57.1 µM],8.8%
O=c1c(=O)n(Cc2ccc(Cl)cc2)ccn1Cc1ccc(F)cc1,-17.9%,·,0.9,26.4%,-1.5,2.6,0.6,-11.0%,34.3%[activator]
CC1CCN(C(=S)Nc2ccc(SC(F)F)cc2)CC1,0.6%[57.1 µM],-5.5,-0.5,-6.0%,-2.4,-2.2,0.2,-1.2%[57.1 µM],5.2%

# Reprinted from the results shown for reference:
SMILES,TrxR1 inh,D2 antag,D2 ag,USP1 inh,PI4K2A block,TRHR enhancer,TRHR agonist,TrxR1 substrate,mIDH1 inhibitor
Cc1noc(NS(=O)(=O)c2ccc(NC(=O)CS(=O)(=O)c3ccccc3)cc2)c1C,-62.8%,·,·,-13.4%,-1.6,-3.6,0.8,-7.7%[57.1 µM],0.2%
CCCCC(=O)NC(c1cccc([N+](=O)[O-])c1)c1c(OC(C)=O)ccc2ccccc12 (stereo unspecified),2.7%[57.1 µM],19.4,0.0,-20.6%,9.4,0.3,-0.4,13.0%[57.1 µM],8.8%
O=c1c(=O)n(Cc2ccc(Cl)cc2)ccn1Cc1ccc(F)cc1,-17.9%,·,0.9,26.4%,-1.5,2.6,0.6,-11.0%,34.3%[activator]
